# VHR inh color: VHR1 phosphatase inhibitors, primary screen, biochemical, colorimetric, HTS | Dual specificity protein phosphatase 3 (Homo sapiens), P51452 | recombinant VHR phosphatase, colorimetric substrate read-out | inhibition, % at 20 µM | 0.7% of 50,000 active; in the data active = inhibition above about 60%; note: some results filed as inactive read as strong as hits
# Target sequence (P51452 whole entry, looked up): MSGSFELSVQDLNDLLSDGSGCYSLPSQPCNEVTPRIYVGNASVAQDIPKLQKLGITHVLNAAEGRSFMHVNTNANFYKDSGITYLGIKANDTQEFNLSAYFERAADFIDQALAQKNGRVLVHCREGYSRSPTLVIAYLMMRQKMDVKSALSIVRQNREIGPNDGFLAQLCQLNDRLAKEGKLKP
# The depositor's hits bear a star.
SMILES,VHR inh color
CS(=O)(=O)N(Cc1ccc(C(=O)Nc2cccc(C(F)(F)F)c2)cc1)c1cccc(Cl)c1,-2
O=C(c1ccc(F)cc1)N1CCN(Cc2ccc(Cl)cc2)CC1,-1
CC(C)(C)c1ccc(S(=O)(=O)Nc2cc(C(N)=O)c(Cl)cc2Cl)cc1,-21
CC1CCC(N2CCN(Cc3cccnc3)CC2)CC1 (stereo unspecified),-2
COc1cc(OC)cc(C(=O)N2CCN(c3ccc([N+](=O)[O-])cc3Cl)CC2)c1,18
COc1ccc(C2CC(=O)C3=C(C2)Nc2ccccc2NC3c2cccc(F)c2)cc1OC (stereo unspecified),9
O=S(=O)(Nc1nccs1)c1ccc2ccccc2c1,-5
Cc1nnc(SCc2ccc(C(=O)O)cc2)s1,11
O=C(COc1ccc(Cl)cc1)Nc1ccc(Br)c(Cl)c1,-12
CCOc1ccccc1NS(=O)(=O)Cc1ccccc1,-19
Cc1ccc(NC(=O)c2cc3c(C)nn(-c4ccccc4)c3s2)c(C)c1,5
CC(NC(=O)c1ccc(F)cc1)C1CC1 (stereo unspecified),-10
Cc1ccc(/C=C2\SC(=S)N(CCC(=O)Nc3nccs3)C2=O)cc1,-9
Cc1cc(C)n(-c2cc(Nc3ccccc3)nc(C)n2)n1,-14
Cc1cc([N+](=O)[O-])ccc1NC(=O)/C=C/c1ccc2c(c1)OCO2,-30
CCOC(=O)c1ccc(NC(=O)CN(c2ccc(Oc3ccccc3)cc2)S(C)(=O)=O)cc1,-37
COc1cc(NC(=O)c2cccs2)c(OC)cc1NC(=O)c1cccs1,18
CC1=C(C(=O)OC2CCCC2)C(c2ccc(I)cc2)C2=C(CC(C)(C)CC2=O)N1 (stereo unspecified),-22
c1ccc(-c2ccc(-c3nc(-c4ccncc4)no3)cc2)cc1,-25
C=CCn1c2ccccc2c2nnc(SCC(=O)O)nc21,7

# A section taken from the entries so far, for reference:
SMILES,VHR inh color
CS(=O)(=O)N(Cc1ccc(C(=O)Nc2cccc(C(F)(F)F)c2)cc1)c1cccc(Cl)c1,-2
O=C(c1ccc(F)cc1)N1CCN(Cc2ccc(Cl)cc2)CC1,-1
CC(C)(C)c1ccc(S(=O)(=O)Nc2cc(C(N)=O)c(Cl)cc2Cl)cc1,-21
CC1CCC(N2CCN(Cc3cccnc3)CC2)CC1 (stereo unspecified),-2
COc1cc(OC)cc(C(=O)N2CCN(c3ccc([N+](=O)[O-])cc3Cl)CC2)c1,18
COc1ccc(C2CC(=O)C3=C(C2)Nc2ccccc2NC3c2cccc(F)c2)cc1OC (stereo unspecified),9
O=S(=O)(Nc1nccs1)c1ccc2ccccc2c1,-5

# (continued)
SMILES,VHR inh color
COc1cc(C=Nc2ccc(Nc3ccccc3)cc2)cc([N+](=O)[O-])c1O,23
CCOC(=O)C1=C(C)N=c2s/c(=C\c3ccc(N4CCOCC4)o3)c(=O)n2C1c1ccc(F)cc1 (stereo unspecified),-9
O=C(c1ccc(Cl)cc1Cl)N1CCN(c2nc3ccc([N+](=O)[O-])cc3s2)CC1,7
Cc1ccc(N(CC(=O)Nc2ccccc2Br)S(=O)(=O)c2ccc(F)cc2)cc1,-12
O=C(N/N=C/c1cccc(O)c1)c1cc(-c2ccccc2)n[nH]1,4
O=S(=O)(Nc1ccc(OCc2ccccc2)cc1)c1ccccc1,-8
CCOC(=O)c1ccc(N2C(=O)c3cccc4c(C(=O)O)ccc(c34)C2=O)cc1,-26
CC(=O)c1ccc2c(c1)c1ccccc1n2C,0
CCCOc1cccc(C2Nc3ccccc3NC3=C2C(=O)CC(C)(C)C3)c1 (stereo unspecified),12
OC1=c2ccccc2=C(O)C12N=Nc1n[nH]c(=S)n1N2,0
O=C(c1ccc2c(c1)OCO2)N1CCN(CCN2C(=O)c3cccc4cccc(c34)C2=O)CC1,-17
Cc1ccc(NC(=O)C2CC2(c2ccccc2)c2ccccc2)c(C)c1 (stereo unspecified),6
COc1ccc(C(O)(C(=O)Nc2ccccn2)c2ccc(OC)cc2)cc1,24
COc1ccc(/C=C2\C=C(c3ccc(Cl)cc3)OC2=O)cc1OC,12
Cc1cccc(C(=O)Nc2ccc3c(c2)OCO3)c1,-44
c1cnn(-c2cc(NC3CCCCC3)ncn2)c1,-51
O=C(NCCN1CCOCC1)c1cnn2c(C(F)(F)F)cc(-c3ccco3)nc12,-28
Cc1ccc2nsnc2c1NC(=O)c1ccccc1I,-8
COc1ccc(CN2CCN(Cc3cccc(OC)c3)CC2)cc1,18
Cc1cc(C)nc(SCC(=O)NC(C)(C)C)n1,-53

# Arranged by molecular weight (low to high): some entries from above
SMILES,VHR inh color
CC(=O)c1ccc2c(c1)c1ccccc1n2C,0
OC1=c2ccccc2=C(O)C12N=Nc1n[nH]c(=S)n1N2,0
O=S(=O)(Nc1ccc(OCc2ccccc2)cc1)c1ccccc1,-8
COc1ccc(/C=C2\C=C(c3ccc(Cl)cc3)OC2=O)cc1OC,12
O=C(c1ccc2c(c1)OCO2)N1CCN(CCN2C(=O)c3cccc4cccc(c34)C2=O)CC1,-17
Cc1ccc(N(CC(=O)Nc2ccccc2Br)S(=O)(=O)c2ccc(F)cc2)cc1,-12

# Next section:
SMILES,VHR inh color
Cc1cc(C)c(NC(=O)C2C3C4CCC(C4)C23)c(C)c1 (stereo unspecified),114*
NC1=NC(=O)/C(=C/c2ccc(Br)cc2)S1,-24
COc1cccc(OC)c1C(=O)Nc1ccc2ccccc2c1,-12
O=C(Nc1nccs1)c1cc(-c2cccc(Br)c2)nc2ccccc12,-5
CCc1cccc(CC)c1NC(=O)c1cccc(OC)c1,-1
Cc1ccc(NC(=O)CCNS(=O)(=O)c2ccc(C)cc2)cc1,-16
CCCOc1ccc(C(=O)Nc2ccc(C(C)CC)cc2)cc1 (stereo unspecified),8
O=C(NCc1ccc2c(c1)OCO2)c1cccc(F)c1,1
CCOC(=O)c1c(NC(=O)c2ccc([N+](=O)[O-])cc2)sc2c1CCC2,-26
CCc1ccc(N2NC(=O)CC2=O)cc1,44
Cc1cccc(C(=O)N2N=C(c3ccc(Cl)cc3)CC2(O)C(F)(F)F)c1O (stereo unspecified),-24
Nc1nncn1C(=O)COc1ccccc1,-1
Cc1ccc(-c2cc(C(=O)Nc3ccc(Br)cc3)c3ccccc3n2)o1,2
COc1ccc(OC)c(C2C(C(=O)OCCc3ccccc3)=C(C)NC3=C2C(=O)CC(C)(C)C3)c1 (stereo unspecified),-7
Cc1ccc(-c2nc3cc(NC(=O)c4ccccc4I)ccc3o2)c(C)c1,15
Cc1cc(C)n(-c2cc(N3CCOCC3)nc(C)n2)n1,-28
COc1ccc(OC(C)C(=O)NCCc2ccccc2)cc1 (stereo unspecified),-6
CCn1nnnc1-c1ccc(OC)c(S(=O)(=O)Nc2ccc(F)cc2)c1,16
O=C(Nc1cccc([N+](=O)[O-])c1)C1COc2ccccc2O1 (stereo unspecified),-4
C[n+]1cccc(C(=O)NCCOC(=O)c2ccc(F)cc2)c1,-5
CC1=NC(=S)C(C#N)C(c2ccccc2)=C1 (stereo unspecified),-7
CCOc1cc(/C=C2\SC(=S)N(c3ccccc3)C2=O)cc(Br)c1O,-6
CCN(CC)c1ccc(/C=C2\SC(N3CCCC3)=NC2=O)cc1,10
CCOC(=O)c1cnc2c(ccc3ccccc32)c1Cl,-12
CCN(c1ccccc1)S(=O)(=O)c1ccc(F)cc1,-21
O=C(Nc1cccc([N+](=O)[O-])c1)c1cc2ccccc2o1,-46
CCc1ccccc1NC(=O)/C(C#N)=C\c1ccc(I)o1,4
Cc1ccc(/C=C2\NC(=O)c3ccccc3C2=O)cc1,0
Cc1cccc(C(=O)Nc2cc(-c3cccc(C)c3)[nH]n2)c1,-2
Cc1noc(NS(=O)(=O)c2ccc(NC(=O)CCCOc3ccc(Cl)cc3Cl)cc2)c1C,-1
CCOC(=O)c1c(NC(=S)NC(=O)c2ccc(OC)cc2)sc(C)c1C,-11
CC(C)C(NC(=O)/C=C/c1ccc2c(c1)OCO2)C(C)C,1
COCCCNC(=O)Cc1ccccc1[N+](=O)[O-],-17
Ic1ccc(OCCCn2ccnc2)cc1,-8
O=C(NCC1COc2ccccc2O1)c1ccco1 (stereo unspecified),-6
COc1ccc(-c2nc(-c3cccnc3)no2)cc1OC,-6
COc1ccc(C(=O)NC(=S)N2CCCCCC2)cc1,-9
O=C1CS/C(=N\N=C/c2ccc(OCc3c(F)cccc3Cl)cc2)N1,-17
COc1ccc(NC(=O)CCN2C(=O)/C(=C\c3ccc(C)cc3)SC2=S)cc1,-11
CN(/N=C/c1cccc(Oc2ccccc2)c1)c1ccccc1,2

# A second format for four compounds above:
> CCOc1cc(/C=C2\SC(=S)N(c3ccccc3)C2=O)cc(Br)c1O
  VHR inh color: -6
> CCN(CC)c1ccc(/C=C2\SC(N3CCCC3)=NC2=O)cc1
  VHR inh color: 10
> CCOC(=O)c1cnc2c(ccc3ccccc32)c1Cl
  VHR inh color: -12
> CCN(c1ccccc1)S(=O)(=O)c1ccc(F)cc1
  VHR inh color: -21

# Other entries:
SMILES,VHR inh color
O=C(Nc1ccc2c(c1)OCO2)c1nn2c(c1Cl)NC(c1ccc(Br)cc1)CC2C(F)(F)F (stereo unspecified),-2
Cc1ccc(C2C3=C(CC(C)(C)CC3=O)NC3=C2C(=O)CC(C)(C)C3)o1,17
OC(COCc1ccc2c(c1)OCO2)CN1CCC(Cc2ccccc2)CC1 (stereo unspecified),-14
O=C(/C=C/c1ccc(-c2cccc(C(F)(F)F)c2)o1)c1ccc(F)cc1,4
O=C(Nc1ccc(Oc2ccccc2)cc1)c1cccs1,-20
Cc1nc(-c2cccc([N+](=O)[O-])c2)cs1,-22
Cc1ccc(NC(=O)Nc2cccnc2)cc1,12
CCOC(=O)CNC1=C([N+](=O)[O-])C(=O)CC(C)(C)C1,0
COc1ccccc1CC1CC(=O)N(c2ccc(I)cc2)C1=O (stereo unspecified),-10
COc1cc(/C=C2\C(=O)N(c3ccccc3)N=C2C)c([N+](=O)[O-])cc1OC,-26
CCNc1nc(NC(C)C)nc(Oc2ccc(C(=O)OC)cc2)n1,-2
Nc1nc(-c2ccccc2)c(I)c(=O)[nH]1,-7
Cc1ccc([N+](=O)[O-])cc1-c1[nH]c(-c2cccc(O)c2)nc1-c1ccccc1,3
Cc1[nH]c2ccc(S(=O)(=O)O)cc2c1CCN,-11
COc1ccc(NC(=O)c2ccc(N(Cc3ccc(Cl)cc3)S(C)(=O)=O)cc2)c(OC)c1,-16
O=c1oc(-c2cccnc2)nc2ccccc12,-21
CCOC(=O)C1=C(C)N=c2s/c(=C\c3ccco3)c(=O)n2C1c1ccccc1OC (stereo unspecified),11
C/C(Nc1ccc2c(c1)OCO2)=C(/C#N)C(N)=O,-23
COc1cc(NC(=O)c2cc3n(n2)C(C(F)(F)F)CC(c2ccccc2)N3)c(OC)cc1Cl (stereo unspecified),-25
CCCS(=O)(=O)C(=C(Nc1ccccc1)Nc1ccccc1)S(=O)(=O)CCC,-3
COc1ccccc1N1CCN(/N=C/c2cc(Br)ccc2F)CC1,-4
Cc1ccc2nc(NC(=O)c3ccc4c(c3)OCO4)sc2c1,-16
COc1ccc(Nc2cc(C)nc3c(C)ccc([N+](=O)[O-])c23)cc1,-9
COc1ccc(NC(=O)CN(c2cccc([N+](=O)[O-])c2)S(=O)(=O)c2ccccc2)cc1OC,-20
C/C(O)=C(\C#N)P(C)(=O)OCC(C)C (stereo unspecified),-1
CCOC(=O)C1CCN(C2=NC(=O)/C(=C/c3ccc(N(C)C)cc3)S2)CC1,-13
Cc1cc2nc(-c3cc(NC(=O)COc4ccc(Cl)cc4Cl)ccc3O)oc2cc1C,1
O=C(CSc1ncnc2nc[nH]c12)C12CC3CC(CC(C3)C1)C2,-13
O=C(O)CCCCCN1C(=O)C(=O)/C(=C(/O)c2ccc(F)cc2)C1c1ccccc1[N+](=O)[O-] (stereo unspecified),-11
O=C(Nc1ccc(S(=O)(=O)Nc2ncccn2)cc1)c1ccco1,11
CCOc1ccccc1NC(=O)/C=C/c1ccc(Cl)cc1,13
Cc1cc(C)cc(N(CC(=O)NCCSc2nc3ccccc3s2)S(=O)(=O)c2ccccc2)c1,3
COc1ccc(OC)c(N(CC(=O)Nc2cc(C)cc(C)c2)S(C)(=O)=O)c1,-13
COc1cccc2cc(-c3nc(-c4cccc(Br)c4)cs3)c(=O)oc12,33
Cc1cnc(NC(=O)C2CC3CCC2C3)s1 (stereo unspecified),-13
O=[N+]([O-])c1cccc(-c2noc(CCc3ccccc3)n2)c1,-15
CCOC(=O)c1c(NC(C)=O)sc2c1CC(C)(C)OC2,-28
COc1ccccc1N1CCN(C(=O)C(c2ccccc2)c2ccccc2)CC1,-6
O=C(NC(=S)Nc1ccccc1O)c1cccnc1,-9
COc1ccc(Cl)cc1NC(=O)C1CCCO1 (stereo unspecified),10
CC1(C)C/C(=N\N)c2cc(=O)[nH]nc2C1,-3
Cc1cc(OCC(=O)O/N=C(\N)c2ccc(Cl)cc2)ccc1Br,-5
O=C(NC(=S)Nc1ccc([N+](=O)[O-])cc1O)c1ccccc1,-26
O=C(COc1ccccc1)Nc1ccc(S(=O)(=O)N2CCOCC2)cc1,2
O=C(Nc1ccc2ccccc2c1)c1cccc(Cl)c1Cl,-14
CCOc1cccc(C2CC(=O)Nc3c2cc(Br)c2ccccc32)c1 (stereo unspecified),-3
CC(=O)N(c1ccc(C)cc1)c1nc(-c2ccccc2)c(-c2ccccc2)s1,-4
COC(=O)Nc1ccc(S(=O)(=O)N2C(C)CCCC2C)cc1 (stereo unspecified),-6
CC1CCN(c2nc(-c3ccccc3)nc3ccccc23)CC1,-8
O=C1C(=O)N(CCCn2ccnc2)C(c2ccc(Cl)cc2)/C1=C(\O)c1ccc(Cl)cc1 (stereo unspecified),-3
CCN1C(=O)c2cccc3c(NC(=O)c4ccc(S(=O)(=O)N(C)C)cc4)ccc1c23,-5
COCCOC(=O)c1ccc(NC(=O)COc2ccc3c(C)cc(=O)oc3c2)cc1,4

# The list is partial; count on the stated rates, not on these rows.
